# Bioassay records deposited in PubChem by several laboratories.
# TNAP act hi DEA = TNAP activators at high phosphate acceptor level, primary screen, biochemical, luminescence, uHTS; activation factor at 20 µM; AID 1136, 2008; purified TNAP, CDP-star luminescence, 1 M DEA, 30 min; active compounds read high; 0 = EDTA background, 1 = DMSO-only activity; 200,000 tested, under 10 active;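 active means activation factor at least 2 at 20 µM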
#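 Test system – human TNAP · Doses – 20 µM single point · Incubation – 30 min, room temperature · Signal – luminescent substrate turnover signal · Read-out basis – activation factor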
# NF-kB expr up = activators of NF-kB expression in neurons, primary screen, cell-based, HTS; human neuronal cells, NF-kB reporter expression; active compounds read high; fold change at 12.5 µM; 1.6% of 190,000 active; in the data active means fold change above about 3.3
# PMI act satM6P = human PMI activators, high substrate, primary screen, biochemical, fluorescence intensity, near-saturating mannose 6-phosphate; Mannose-6-phosphate isomerase (Homo sapiens), P34949; coupled PMI enzyme assay, resazurin fluorescence, 20 min; active compounds read high; 1 = untreated enzyme, 0 = substrate-free blank; activation factor at 20 µM; 0.34% of 190,000 active;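 active means activation factor of 2 or more at 20 µM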
# Target sequence (P34949 whole entry, looked up): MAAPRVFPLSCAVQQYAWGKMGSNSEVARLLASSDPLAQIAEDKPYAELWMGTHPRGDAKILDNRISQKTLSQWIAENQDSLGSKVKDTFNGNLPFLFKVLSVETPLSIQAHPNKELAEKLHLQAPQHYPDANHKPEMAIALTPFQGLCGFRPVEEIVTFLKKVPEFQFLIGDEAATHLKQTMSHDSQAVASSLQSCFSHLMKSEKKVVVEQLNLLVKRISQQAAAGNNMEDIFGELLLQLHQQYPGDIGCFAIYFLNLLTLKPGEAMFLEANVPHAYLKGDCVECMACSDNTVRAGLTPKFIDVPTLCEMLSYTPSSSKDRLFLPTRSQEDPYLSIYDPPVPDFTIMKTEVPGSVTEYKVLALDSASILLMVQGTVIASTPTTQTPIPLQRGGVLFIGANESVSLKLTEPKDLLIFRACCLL
#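 Material: human phosphomannose isomerase with PGI, G6PDH, diaphorase coupling enzymes; amount: PMI at 15 ng/mL final; also added: Mannose-6-phosphate 1.0 mM (near-saturating) plus 0.22 mM NADP+; incubation: enzyme reaction with compound 20 min at room temperature; signal: resorufin fluorescence (Ex 544/Em 590 nm) from resazurin via diaphorase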
# PMI activator = activators of human PMI, primary screen, biochemical, fluorescence intensity, near-Km mannose 6-phosphate. Mannose-6-phosphate isomerase (Homo sapiens), P34949. purified human PMI, coupled resazurin fluorescence, 20 min; active compounds read high; 1 = vehicle control, 0 substrate-free wells. activation factor at 20 µM. 0.005% of 190,000 active;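 active means activation factor of 2 or more at 20 µM, relative to plate controls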
# FLuc inhib CS = firefly luciferase enzyme inhibitors, primary screen, artefact control for luciferase-based inhibitor screens, biochemical, luminescence, ATPLite | Luciferin 4-monooxygenase (Photinus pyralis), P08659 | 10 min | inhibition, % at 10 µM | 1.5% of 200,000 active | AID 1006, 2008;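 active means inhibition above about 50% when tested at 10 µM, limit read from the data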
# Target sequence (P08659 whole entry, looked up): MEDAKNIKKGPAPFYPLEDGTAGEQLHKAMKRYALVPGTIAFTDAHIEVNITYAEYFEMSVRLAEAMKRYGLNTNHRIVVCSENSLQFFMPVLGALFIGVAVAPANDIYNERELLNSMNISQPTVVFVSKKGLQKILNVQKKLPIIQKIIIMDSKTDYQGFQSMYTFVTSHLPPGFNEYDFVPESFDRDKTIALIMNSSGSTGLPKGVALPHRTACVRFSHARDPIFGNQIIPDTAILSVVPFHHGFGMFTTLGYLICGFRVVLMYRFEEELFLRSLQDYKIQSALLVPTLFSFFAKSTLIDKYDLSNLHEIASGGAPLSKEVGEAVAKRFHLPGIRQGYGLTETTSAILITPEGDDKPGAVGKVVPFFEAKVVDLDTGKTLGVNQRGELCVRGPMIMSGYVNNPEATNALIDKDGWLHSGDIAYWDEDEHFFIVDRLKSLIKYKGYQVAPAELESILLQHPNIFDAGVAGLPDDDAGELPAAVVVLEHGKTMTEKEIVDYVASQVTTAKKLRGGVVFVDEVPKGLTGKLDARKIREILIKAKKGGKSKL
# TNAP inh hiacc = human TNAP enzyme inhibitors, primary screen, biochemical, luminescent, high phosphate acceptor level, uHTS. Alkaline phosphatase, tissue-nonspecific isozyme (Homo sapiens), P05186. purified TNAP, CDP-star luminescence, 1 M DEA. inhibition, % at 20 µM. 0.03% of 200,000 active;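 active means over 50% inhibition of tissue-nonspecific alkaline phosphatase at 20 µM in the single-dose screen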;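 further: plate controls were DMSO wells for no effect and EDTA-quenched wells as full inhibition for full effect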
# bIAP activator = bovine intestinal alkaline phosphatase activators, primary screen, biochemical, bovine IAP, CDP-star luminescence; alkaline phosphatase, intestinal [Bos taurus]; purified bovine IAP, 30 min; active compounds read high; fold of DMSO-control signal, blank-subtracted; activation factor at 20 µM; 0.17% of 200,000 active;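 active means activation factor of 2 or more at 20 µM, a signal rise over negative controls twice the positive control's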
# TNAP inh no acc = human TNAP enzyme inhibitors, primary screen, biochemical, luminescent, no phosphate acceptor, uHTS. Alkaline phosphatase, tissue-nonspecific isozyme (Homo sapiens), P05186. purified TNAP, CDP-star luminescence, 30 min. inhibition, % at 20 µM. 0.26% of 200,000 active;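 active means tissue-nonspecific alkaline phosphatase inhibition above about 50% at 20 µM in the single-dose screen, limit read from the data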;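 further: 0% = DMSO negative control and 100% = EDTA positive control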
# APP 5'UTR act = activators of APP 5'UTR luciferase reporter, primary screen, SH-SY5Y cells. 1% of 190,000 active. activation, % at 2 µM. SH-SY5Y APP 5'UTR luciferase reporter, luminescence; zero percent = DMSO vehicle wells;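 active means activation above a set limit, based on mean plus 3 SD of controls, cut at about 140% in these data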; further: values of inactives mirror those of a sister screen read the other way
# FLuc stim CS = FLuc activators, initial screening, artefact control for FLuc-dependent activation tests, biochemical, ATPlite luminescence; Luciferin 4-monooxygenase (Photinus pyralis), P08659; ATPlite luciferase biochemical, 10 min; 0 = ATP-free wells, 1 = DMSO control; activation factor at 10 µM; 200,000 tested, under 10 active;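 active means luciferase activation factor, scaled between plate controls, of at least 2 with compound at 10 µM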
#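 System: Luciferase/luciferin detection reagent, cell-free biochemical luciferase assay | Medium: PBS buffer for ATP | Dosing: Test compounds dosed from 2 mM stocks in 100% DMSO | Timing: 10 min at ambient temperature | Signal: Luminescence measurement of luciferase light output | Evaluation: Luciferase activation, seen as luminescence increase over controls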
# Active calls of the source: *; nt = no result given.
# A first look (seven entries):
TNAP act hi DEA	NF-kB expr up	PMI act satM6P	PMI activator	FLuc inhib CS	TNAP inh hiacc	bIAP activator	TNAP inh no acc	canonical_smiles	APP 5'UTR act	FLuc stim CS
1	0.71	1	0.9	-4	-2	0.9	-5	CC(C(=O)N1c2ccccc2CCc2ccccc21)n1nnc(-c2ccc(N(C)C)cc2)n1 (stereo not drawn)	0	1
1	1.3	0.9	1	-4	-4	1	-12	Cc1cc(C(=O)CSc2nnnn2C)c(C)n1CCc1ccc(Cl)cc1	-9	1
1	1.2	1	1	-3	4	1	4	CC1SC(c2ccccc2)N(CC(O)c2ccc([N+](=O)[O-])cc2)C1=O (stereo not drawn)	1	1
1	1.1	1	1.1	-5	-3	1	-11	CCOc1cc(CNC)ccc1OCC(=O)NC(C)(C)C	-13	1.1
1.1	1.2	1.1	1.1	-3	-6	1	-5	CCn1cc(/C=N\NC(=O)COc2cccc(C)c2C)c(C)n1	2	1
1	1.1	1.1	1.1	-2	1	0.9	-2	O=C(NNc1ccc([N+](=O)[O-])cc1)C12CC3CC(CC(C3)C1)C2	14	1
1	1.2	1	1	-4	-4	0.9	-11	Cc1nn(Cc2ccccc2)c(N)c1C#N	-1	1

# Main list, from the start:
TNAP act hi DEA	NF-kB expr up	PMI act satM6P	PMI activator	FLuc inhib CS	TNAP inh hiacc	bIAP activator	TNAP inh no acc	canonical_smiles	APP 5'UTR act	FLuc stim CS
1	0.71	1	0.9	-4	-2	0.9	-5	CC(C(=O)N1c2ccccc2CCc2ccccc21)n1nnc(-c2ccc(N(C)C)cc2)n1 (stereo not drawn)	0	1
1	1.3	0.9	1	-4	-4	1	-12	Cc1cc(C(=O)CSc2nnnn2C)c(C)n1CCc1ccc(Cl)cc1	-9	1
1	1.2	1	1	-3	4	1	4	CC1SC(c2ccccc2)N(CC(O)c2ccc([N+](=O)[O-])cc2)C1=O (stereo not drawn)	1	1
1	1.1	1	1.1	-5	-3	1	-11	CCOc1cc(CNC)ccc1OCC(=O)NC(C)(C)C	-13	1.1
1.1	1.2	1.1	1.1	-3	-6	1	-5	CCn1cc(/C=N\NC(=O)COc2cccc(C)c2C)c(C)n1	2	1
1	1.1	1.1	1.1	-2	1	0.9	-2	O=C(NNc1ccc([N+](=O)[O-])cc1)C12CC3CC(CC(C3)C1)C2	14	1
1	1.2	1	1	-4	-4	0.9	-11	Cc1nn(Cc2ccccc2)c(N)c1C#N	-1	1
1	1.1	0.4	0.8	15	-1	0.9	-3	COc1ccc2nc(NC(=O)Nc3cccc4ccccc34)sc2c1	77	0.8
1.1	0.8	1	1	-6	-9	1	-12	Cc1ccc(C(C(=O)NC2CCCC2)N(Cc2ccco2)C(=O)CCC(=O)Nc2ccccn2)cc1 (stereo not drawn)	4	1.1
1.1	0.82	0.9	0.9	-10	-8	1	-10	CCCS(=O)(=O)N1CCCC(C(=O)NCCCN(CC)c2cccc(C)c2)C1 (stereo not drawn)	nt	1.1
1	1.1	1	1	-6	-2	0.9	3	COc1ccc(/C=C(\C#N)C(=O)OCC(=O)Nc2c(C)cccc2C)cc1	-9	1.1
1	1	0.9	0.8	-3	-2	0.8	-43	CCCn1c(NC(=S)Nc2ccccc2)nc2ccccc21	9	1
0.9	1.1	1.1	1.1	-3	6	0.9	-3	NC(=O)C[C@H]1NC(=O)[C@H](CCC(=O)O)NC(=O)c2cc([N+](=O)[O-])cc(I)c2NCCC[C@@H](C(N)=O)NC1=O	-1	1
0.9	1	1	1	-6	7	1	0	CCc1ccc(Nc2ccc(C(N)=O)cc2[N+](=O)[O-])cc1	nt	1.1
1	1	1	1	-6	-3	1	-8	Cn1c(N)c(C(=O)COc2ccc(C#N)cc2)c(=O)n(C)c1=O	-9	1.1
1	1.4	1	0.9	0	-3	1.1	-8	Cc1ccc(/C=N/NC(=O)CCn2nc(C)cc2C)c(C)c1	-5	1
1	1.1	1	0.9	-9	-3	0.9	-4	CCn1c2c(c3cc(C(=O)O)ccc31)CCCC2=O	0	1.1
1	1.1	0.9	0.9	-3	-2	1	-7	COc1ccc(C(=O)NCC(=O)OCC(=O)NCCC2=CCCCC2)cc1	17	1
1.1	1	0.9	1	-3	-7	1	-15	N#Cc1nc(COc2ccccc2)oc1NCCN1CCOCC1	-7	1
1.1	0.86	1	1	-10	-9	1.1	-12	CCCC(c1nnnn1CCc1ccccc1)N1CCN(C2CCCC2)CC1 (stereo not drawn)	-6	1.1
1	1.1	1	1.1	-5	-2	1	-2	O=C(Cn1[nH]c(=O)c2ccccc2c1=O)OCC(=O)N1CCc2ccccc2C1	2	1.1
1	1.1	1	1	-2	-2	1	-27	Cc1ccc(C23CC4CC(CC(CN)(C4)C2)C3)cc1	9	1
1	1	1	0.9	-3	-5	0.9	-8	Cc1c(C(=O)O)[nH]c2c1C(=O)CC(c1ccccc1)C2 (stereo not drawn)	10	1
1.1	1.2	0.9	0.9	-5	-6	1	-7	c1ccc2c(c1)N1CCN=C1N2CCN1CCCCC1	0	1.1
1	nt	0.9	0.9	-4	3	1	-5	CC1CCN(c2nc3c(c(=O)n(C)c(=O)n3C)n2CCSc2ncccn2)CC1	nt	1
1	1.1	1.1	1.3	-2	-4	1	-12	O=C(COC(=O)c1cncc(Br)c1)NCc1ccccc1Cl	18	1
1	1.1	1	0.9	-1	-2	0.9	-13	COc1ccccc1OCC(=O)N1CCNC1=O	3	1
1	0.73	0.9	0.9	10	0	1.1	-8	CC(C)NC(=O)c1cc2nc(-c3ccco3)cc(C(F)(F)F)n2n1	-1	0.9
1	1.2	1.2	1.2	-6	4	0.9	-8	N#Cc1c(-c2ccccc2)nc(N2CCOCC2)[nH]c1=O	-14	1.1
1	1.3	1	0.9	-5	-4	1	-8	Cc1cc(C)n2c(Br)c(CSc3nc4ccccc4o3)nc2n1	17	1
1	0.13	1.1	1.1	1	0	1.3	-26	COc1ccc(N(C(=O)CCl)C(C(=O)NCCc2ccccc2)c2cccs2)cc1Cl (stereo not drawn)	2	1
1	0.79	0.9	1	-7	-3	1	-8	CC(C)Cn1cc(C(=O)N2CCOCC2)c2c3ccccc3n(C)c2c1=O	-15	1.1
1.1	1.3	1	1	-8	-6	1	-10	CS(=O)(=O)N1CCc2ccccc2C1	-16	1.1
1	0.94	1	1	-4	-3	0.9	-8	COC(=O)Cn1c(=NC(=O)CSCC(=O)NC2CCCCC2)sc2cc(OC)ccc21	-13	1
1	0.71	0.6	0.4	2	0	0.7	-89	O=C1CCNc2cc3ccccc3cc21	-5	1
1	1	1	1	-5	-4	1	-5	CCOC(=O)C1(CCOc2ccccc2)CCN(Cc2ccc3nonc3c2)CC1	8	1
1	0.95	1.1	1	0	-5	1.1	-8	Cc1c(Nc2nc3ccccc3nc2N2CCN(c3ccccc3)CC2)c(=O)n(-c2ccccc2)n1C	-9	1
1	1.2	1	1.1	-2	-5	1	-2	COc1cccc(CC(=O)NCC2COc3ccccc3O2)c1OC (stereo not drawn)	6	1
1	1.1	0.9	0.9	0	2	0.9	-14	CCOC(=O)c1sc(NC(=S)NC(=O)C23CC4CC(CC(C4)C2)C3)cc1C	5	1
1.1	1.1	1.2	1.2	-7	-8	1.1	-11	O=C(Nc1ccccc1)N1CCN(CCc2ccccc2)CC1	8	1.1
1	4*	1.1	1	8	-4	0.9	-12	CC(C)NC(=O)c1cc(-c2cccs2)on1	62	0.9
1	1.2	1.1	1.1	-4	-5	0.9	-3	Cc1c(C(=O)C(C)C)n(C)c2ccccc12	1	1
1.1	1.7	1	1	-4	-8	1.1	-11	Cc1c(OCc2ccccc2)c(=O)ccn1Cc1ccccc1	14	1
1	0.32	0.8	1	-4	-2	1	-3	Cc1nc2c(c(=O)n1CCC1=CCCCC1)c1nc3ccccc3nc1n2/N=C/c1ccco1	-12	1
1	1.5	1	1	3	-1	1.2	-2	CCC(=O)N1CCN(C(=O)CC)C1c1ccccc1	7	1
1	1	1	1.1	0	2	1.1	-6	Cc1cc(Nc2cccc(O)c2)c2ccccc2n1	-19	1
1	1.3	0.9	0.9	-3	-1	1.3	-1	CC(=O)c1cccc(NC(=O)c2ccoc2C)c1	-16	1
1	1.1	1	1.1	-5	-1	1.1	-3	NC(=O)Cn1nc([N+](=O)[O-])nc1Oc1ccccc1C(=O)N1CCOCC1	-19	1.1
1	1.2	0.8	1	-6	-4	1.1	-30	O=C(Nc1ccccc1C(=O)NCc1ccco1)Nc1cccc2ccccc12	-3	1.1
1.1	0.72	1.1	1.1	-11	-6	0.9	-5	CCCN(CCC)C(C)C(=O)NCC1(c2ccccc2)CCCC1 (stereo not drawn)	30	1.1
1	1.1	0.9	0.8	4	2	1	-5	CCOC(=O)C1CCCN(CCC(C)c2ccccc2)C1 (stereo not drawn)	-11	1
1	0.9	1	0.9	-2	-1	1.1	-8	O=C(CN1CCCCCC1)NCCN1C(=O)S/C(=C\c2ccccc2Cl)C1=O	22	1
1	1.2	1	1	-9	-3	1	-15	Cc1nc2ccccc2c(=O)n1CC(=O)N1CCOCC1	-2	1.1
1	1.1	0.8	0.8	-4	-1	1	-3	COC(=O)c1nn(-c2ccccc2)c(Sc2ccc(C)cc2)c1/C=N/O	0	1
1.1	0.18	1	1.2	-7	-6	0.9	-8	Cc1ccc(S(=O)(=O)CCc2nnc(NC(=O)CCl)s2)cc1C	8	1.1
1	2.6	0.4	0.7	7	2	0.9	8	Oc1ccccc1N=Cc1sc2ccccc2c1Cl	7	0.9
1	1	1.1	0.9	-5	-3	1	-18	COc1ccc([N+](=O)[O-])cc1NC(=S)NC(=O)C(C)(C)C	5	1
1.1	1	1	0.9	4	-5	1	-6	COc1cccc(C(=O)NCc2cccnc2)c1	13	1
1	0.99	1.1	1.1	-4	-2	1.1	-7	COc1ccccc1-c1nnc(SCC(=O)NC2CCS(=O)(=O)C2)n1N (stereo not drawn)	-6	1
1	1.1	1	1	-5	-5	1	-8	CCn1c2ccccc2c2cc(NC(=O)C/C(C)=N/NC(=O)c3ccccc3N)ccc21	90	1
1.1	1.1	1	1	-10	-6	1	-11	Cc1ccccc1-c1nc(CS(=O)CC(=O)NCCCN(C)c2ccccc2)c(C)o1 (stereo not drawn)	-33	1.1
